RECQ1 helicase = RECQ1 (human) helicase inhibition. P46063. RECQ1 DNA unwinding, red fluorescence kinetic read. Potency, µM (titrated, usually from 57.3 µM), for the others: at the highest dose activity, negative = inhibition, actives largely listed as inhibitors. 240,000 compounds, 0.54% hits. AID 2549;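 note: plate controls were vehicle for no effect and no enzyme for full effect; nearly all actives have a fitted effect of over 30% in size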
Target sequence (P46063 whole entry, looked up): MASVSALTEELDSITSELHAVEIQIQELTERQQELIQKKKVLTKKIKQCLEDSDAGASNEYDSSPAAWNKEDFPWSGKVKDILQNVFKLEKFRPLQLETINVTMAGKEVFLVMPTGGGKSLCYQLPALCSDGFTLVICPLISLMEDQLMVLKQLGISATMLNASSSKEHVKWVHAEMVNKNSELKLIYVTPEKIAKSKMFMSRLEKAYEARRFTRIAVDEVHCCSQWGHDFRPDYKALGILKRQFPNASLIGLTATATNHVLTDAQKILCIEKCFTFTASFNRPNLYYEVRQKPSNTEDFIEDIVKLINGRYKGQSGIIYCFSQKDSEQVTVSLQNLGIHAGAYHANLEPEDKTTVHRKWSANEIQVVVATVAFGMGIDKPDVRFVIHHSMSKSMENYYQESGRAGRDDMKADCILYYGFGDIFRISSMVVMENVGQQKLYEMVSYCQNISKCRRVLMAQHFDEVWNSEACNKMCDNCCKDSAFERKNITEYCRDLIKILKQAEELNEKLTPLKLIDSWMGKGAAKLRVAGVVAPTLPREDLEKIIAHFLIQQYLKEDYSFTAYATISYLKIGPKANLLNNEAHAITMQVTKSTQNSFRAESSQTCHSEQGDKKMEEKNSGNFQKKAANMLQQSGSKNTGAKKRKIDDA
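RECQ1T1 50 nM; forked duplex (20 bp + 30-nt ss tails) 200 nM, ATP 2 mM final; pH 8.0, 2 mM MgCl2, 2.5 ug/ml poly(dI-dC); 15 min compound preincubation; discontinuous kinetic read over 2 h at RT.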
L3MBTL1 block = L3MBTL1 (human) inhibition. AlphaScreen L3MBTL1–H3K9me1 peptide binding. 230,000 compounds, 0.66% hits. Potency, µM (series often up to 57.1 µM), inactives show at the top dose activity, negative = inhibition, usual class: inhibitors. AID 485360; note: nearly all actives have a fitted effect of over 60% in size
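L3MBTL1 (50 nM) pre-complexed 30 min with biotinylated H3(1-15)K9me1 peptide (75 nM), then compounds added for 30 min at room temperature; AlphaScreen streptavidin donor/nickel chelate acceptor beads (10 ug/mL final) read after 30 min dark incubation.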
Tau fibril FP = inhibitors of human tau fibril formation; P10636; K18 P301L tau heparin fibrillization, Alexa594 FP, 6 h; Potency, µM (titrated, usually from 57.7 µM), for inactives: at the highest dose activity, negative = inhibition, most hits filed as inhibitors; 280,000 compounds, 0.39% hits; note: nearly all actives have a fitted effect of over 55% in size
Target sequence (P10636 561-689 P618L limits assumed): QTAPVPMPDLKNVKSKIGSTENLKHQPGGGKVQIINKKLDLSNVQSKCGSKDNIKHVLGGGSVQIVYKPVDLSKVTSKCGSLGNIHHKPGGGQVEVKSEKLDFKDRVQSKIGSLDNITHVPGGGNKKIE
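Steps: dispense K18 P301L tau (15 uM plus 0.24 uM Alexa 594 tracer, final) in pH 7 sodium acetate; add compound; add heparin (20 uM final); incubate 6 hr, 37 C; add ThT (30 uM final); after 1 hr ambient, read FP.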
TRb SRC2 PPI = TRbeta-SRC2 interaction inhibition | Potency, µM (series often up to 106 µM), for inactives: at the top dose activity change, negative = inhibition, most hits filed as inhibitors | 280,000 compounds, 0.065% hits | TRbeta-SRC2 peptide binding, fluorescence polarization; receptor liganded with 1 µM T3 | P10828;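 note: plate controls were bound peptide for no effect and peptide without receptor for full effect; nearly all actives have a fitted effect of over 50% in size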
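Fluorescence polarization of 20 nM Texas Red SRC2 peptide with 0.6 uM human TRb ligand-binding domain, in Tris buffer with 1uM T3 and 5% DMSO. Incubated 5 hr ambient; normalized to unbound and bound controls.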
Tau ThT inhib = tau fibrillization inhibition (ThT binding). Potency, µM (highest dose often 57.4 µM), for the others: at the highest dose activity, negative = inhibition, usual class: inhibitors. 270,000 compounds, 2.1% hits. AID 1460. recombinant tau K18 P301L, heparin-induced fibrillization, ThT fluorescence. P10636; note: nearly all actives have a fitted effect of over 55% in size
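Using a mix of unlabeled (15 uM) and Alexa 594-labeled (0.24 uM) tau K18 P301L, heparin-triggered fibrillization over 6 hr at 37 C was scored by ThT fluorescence.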
RGS12 GoLoco inh = inhibitors of human Gai1-RGS12 GoLoco interaction (red fluorophore). AID 880. P63096. 230,000 compounds, 0.44% hits. Potency, µM (highest dose often 61.6 µM), for the others: top-dose activity, negative = inhibition, most hits filed as inhibitors. Gai1:RGS12 GoLoco peptide FP, rhodamine, 10 min; active = well fitted inhibition curve with a large enough effect, not every such curve was filed as active; inactive = no such curve, though single readings can be large or run the other way; note: nearly all actives have a fitted effect of over 30% in size; many of its hits are not listed in these tables
JMJD2E inh = inhibitors of human JMJD2E histone demethylase | B2RXH2 | JMJD2E catalytic domain, FDH-coupled NADH fluorescence (FDH is formaldehyde dehydrogenase) | Potency, µM (series often up to 57.1 µM), for the others: at the top dose activity change, negative = inhibition, actives largely listed as inhibitors | 230,000 compounds, 1.6% hits; active = well fitted inhibition curve with a large enough effect, not every such curve was filed as active; inconclusive = small, poorly fitted or top-dose-only effect, or another doubt; inactive = no such curve, though single readings can be large or run the other way;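 note: 0% = wells with enzyme and -100% = buffer wells without enzyme; nearly all actives have a fitted effect of over 50% in size; many of its hits are not listed in these tables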
TexasRed fluor = counter-screen for TRb-SRC2 inhibitors: fluorescence interference; 280,000 compounds, 0.29% hits; TRb/SRC2 Texas Red total fluorescence interference; Potency, µM (doses to about 106 µM), inactives show at the top dose fluorescence change, negative = quenching; active = well fitted curve in either direction with a large enough effect; inconclusive = small, poorly fitted or top-dose-only effect
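Human TRb ligand-binding domain at 0.6 uM with 20 nM Texas Red SRC2 peptide in Tris buffer containing 1 uM T3 and 5% DMSO, incubated with compound 5 h at ambient temperature. Total fluorescence (555/632 nm) calculated as parallel + 2 × perpendicular.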
Numbers without * were called inactive; i = inactive; ? = inconclusive; . = not tested or not shown; & = joins results of further samples; ! = repeats disagree; [ ] = another dose, or the depositor's remark. Unless noted, calls come from the whole dose curve; as a rule, active = well fitted curve in the direction sought with a large enough effect; inconclusive = small, poorly fitted or top-dose-only effect, or another doubt; inactive = no such curve, though single readings can be large; an effect the other way counts as inactive or inconclusive. Unless noted, % is set by controls: 0 for no effect and ±100 for the full control effect; potency is the fitted concentration of half-maximal effect. The list is partial. The share of hits here may be higher or lower than overall.

smiles	RECQ1 helicase	L3MBTL1 block	Tau fibril FP	TRb SRC2 PPI	Tau ThT inhib	RGS12 GoLoco inh	JMJD2E inh	TexasRed fluor
Cc1ccc(CNC(=O)CN(C)S(=O)(=O)c2ccc3c(c2)c(=O)n(C)c(=O)n3C)cc1	.	.	-6%	8%	?	.	.	-25%
C#CCOCCOCCOCCNc1nc(N2CCN(C(=O)C([C@@H](C)CC)n3cc(C(N)CC(C)C)nn3)CC2)nc(N2CCN(C(=O)[C@H](CCC(=O)O)n3cc(C(N)Cc4ccc(O)cc4)nn3)CC2)n1 (stereo not given in full)	-5%	-8%	1%	3%	0%	3%	1%	1%
Fc1cccc(NCc2ccccc2-c2nnc(-c3ccccc3Cl)o2)c1	.	.	-15%	-3%	-1%	.	.	-1%
CCSc1nc2[nH]ncc2c(=O)[nH]1	-1%	13%	0%	3%	-7%	3%	1%	0%
Cc1c(O)ccc(/C(Cc2ccc3ccccc3n2)=N\N)c1O	-1%	?	9%	-4%	7.1µM*	21%	?	-2%
Cc1ccc(C)c(Cn2nnc3c(=O)[nH]c(C4CCCN(C(=O)CC(C)C)C4)nc32)c1 (stereo not given)	i	.	5%	-3%	?	7%	4%	-3%
Nc1ccc2c3c(cccc13)C(=O)NC2=O	25µM*!	.	-10%&1%	1%&1%&-6%	?	20µM*	-3%	?
O=C(OCc1nnc(-c2ccc(Cl)cc2)o1)c1ccc(=O)n(Cc2ccccc2)n1	-6%	-13%	7%	-20%	-12%	9%	1%	1%
COc1ccc([N+](=O)[O-])cc1NC(C)C	2%	5%	0%	-7%	13%	14%	6%	-5%
Cn1c(=O)c2[nH]c(CN(Cc3ccccc3)Cc3ccccc3)nc2n(C)c1=O	-1%	0%	2%	5%	7%	5%	4%	-4%
O=c1cc(-c2ccccc2)nc(N2CCN(Cc3ccccc3)CC2)[nH]1	-10%	-11%	3%	3%	-20%	0%	?	-1%
CN(C)c1ccc(-n2cccc2/C=N/n2cnnc2)cc1	-6%	-2%	2%	3%	-10%	-8%	-6%	0%
O=C(NCCCn1ccnc1)C(=O)NCC1OCCCN1S(=O)(=O)c1ccccc1 (stereo not given)	-10%	?	3%	5%	-13%	-9%	-12%	-3%
O=C(NCc1ccco1)c1ccc(S(=O)(=O)c2cccc(S(=O)(=O)N3CCOCC3)c2)cc1	-7%	-5%	3%	-7%	6%	-6%	9%	-6%
c1ccc(C2=NCCCN2)cc1	-3%	4%	-4%	1%	8%	2%	-9%	-2%
O=C(CCN1C(=O)c2ccncc2C1=O)Nc1ccc2c(c1)OCCO2	-4%	0%	-1%	3%	-4%	2%	0%	0%
C#CCOCCOCCOCCNc1nc(N2CCN(C(=O)[C@H](Cc3cc4ccccc4[nH]3)n3cc([C@@H](N)CC(C)C)nn3)CC2)nc(N2CCN(C(=O)[C@H](Cc3cc4ccccc4[nH]3)n3cc([C@@H](N)CC(C)C)nn3)CC2)n1	?	?	?	3%	?	12%	?	-3%
CCCn1c(=O)c(-c2nc3ccccc3[nH]2)c(O)c2ccccc21	-8%	.	-5%	-2%	-4%	2%	?	-1%
Cc1cccc(NC(=O)c2cc(N3C(=O)CCC3=O)ccc2Cl)n1	1%	3%	6%	6%	-6%	2%	1%	-4%
Cc1ccnc2nc(C(=O)OCCOc3ccc(F)cc3)nn12	-12%	.	-6%	5%	-6%	2%	-21%	-2%
CSc1ccc(CCNC(=O)c2ccc3c(c2)nc2n3CCCCC2)cc1	.	.	-1%	4%	?	.	.	1%
COc1ccc(NC(=O)NC23CC4CC(CC(C4)C2)C3)cc1OC	-11%	-2%	13%	6%	-10%	0%	7%	-3%
NC(=O)c1ccc(F)cc1	-2%	2%	-1%	3%	6%	2%	-1%	0%
CN(C[C@H](Cc1ccccc1)N(C[C@@H](Cc1cccc2ccccc12)N(CCc1ccccc1)N=O)N=O)N=O	i	-7%	0%	2%	-4%	12%	-10%	-1%
CC(C)[C@H](NC(=O)Nc1ccc2c(c1)OCCO2)C(=O)O	-9%	-11%[11.4 µM]	0%	-6%	12%	-11%	-3%	-4%
O=S(=O)(/N=C(\[O-])C[n+]1ccccc1)c1ccc(Cl)cc1	i	3%	-6%	1%	-5%	-2%	3%	-1%
COc1ccc(CCNC(=O)c2c(C)oc3ncn(C)c(=O)c23)c(OC)c1	.	.	-4%	7%	-7%	.	.	0%
COc1ccc(-c2cnn3c4c(c(C)nc23)CCN4C2CCCC2)cc1OC	4%	6%	0%	-13%	-26%	-6%	-9%	-2%
CNc1oc(/C=C/c2ccccc2)nc1C#N	-10%	11%	5%	-2%	?	-4%	?	-5%
COCCCn1c(C)nnc1SCc1ccc(C(C)(C)C)cc1	i	7%	0%	0%	-6%	-10%	-1%	2%
CCOC(=O)c1c(N/N=C/c2cccnc2)n[nH]c1C	11%	5%	-2%	2%	-18%	4%	8%	-1%
Cc1nn2c(nc(N3CCCCC3)c3ccccc32)c1C=O	6%	52%[activator]	4%	3%	?	24%	2%	-2%
O=C(CCS(=O)(=O)c1ccc(Br)cc1)N1CCN(c2ccccc2Cl)CC1	6%	.	11%	1%	?	3%	2%	1%
C=C(C)C(=O)OCCCCCCOc1ccc(C(=O)O)cc1	-4%	-6%	-8%	-10%	-14%	8%	-10%	-2%
Cc1cccc(C)c1-n1ncc(C(=O)NCCN2CCN(C)CC2)c1C1CCN(C(=O)OC(C)(C)C)CC1	.	.	-1%	5%	-6%	.	.	2%
CCC1CCCCN1c1cc(C)nc2cc(-c3cccc(C)c3)nn12 (stereo not given)	-8%	.	10%	-7%	?	3%	?	-1%
OCC1OC(Oc2cccc3cccnc23)C(O)C(O)C1O (stereo not given)	-1%	.	-1%	-7%	4%	3%	-9%	-1%
CCOc1c2ccc(C(=O)NCc3ccc(OC)cc3)cc2nn1CCOC	12%	-1%	-2%	-15%	-4%	9%	?	-1%
OC[C@@H]1[C@@H](c2ccc(Cl)cc2)C(c2ccccc2)=NN1c1ccccc1	-20%[81.1 µM]	81%[activator]	7%[81.3 µM]	2%	?	22%[88.7 µM]	.	-3%
O=C1CCCc2cc(S(=O)(=O)NCC3CCC(C(=O)NCc4ccccc4Cl)CC3)ccc2N1 (stereo not given)	.	.	0%	5%	-1%	.	.	-13%
CCOC(=O)CN1C(=O)S/C(=C/c2ccc3c(c2)n(C)c(=O)n3C)C1=O	-4%	2%	-7%	3%	-19%	4%	7%	-2%
COc1ccc2cc(C(=O)C3CCCN(C(=O)c4snnc4C)C3)ccc2c1 (stereo not given)	-7%	-10%	6%	-5%	-4%	7%	?	0%
C=CCOC(=O)C1=C(C)NC(SC)=C(C#N)C1c1ccc(OCC)cc1 (stereo not given)	-15%	17%	-1%	3%	-5%	.	?	-2%
CC(NC1CCCCC1)C(=O)NN=C(c1ccccc1)c1ccccc1 (stereo not given)	28µM*	-6%	-3%	-8%	-13%	3%	17%	-1%
CCN(CC)S(=O)(=O)c1cccc(NC(=O)COC(=O)c2n[nH]c(=O)c3ccccc23)c1	i	8%	-14%	1%	-3%	-5%	-7%	-2%
FC(F)(F)c1cc(-c2cccs2)nc(-n2cc(Br)cn2)n1	i	.	-3%	-7%	?	6%	?	1%
Cc1cc2nc(SCC(=O)N(C)C)c3c(c2cc1C)CCCC3	-5%	-3%	9%	-1%	?	11%	-6%	1%
CC1(C)Cc2c(sc3nnn(CC(=O)Nc4ccccc4)c(=O)c23)CO1	-9%	7%	-8%	-1%	-6%	7%	2%	1%
CSc1nc2nccc(-c3ccc(Oc4ccccc4)cc3)n2n1	i	.	-6%	-11%	?	11%	?	-2%
COc1cc(OC)c(NC(=O)c2sc3nc4n(c(=O)c3c2C)CCCC4)cc1Cl	.	.	?	1%	?	.	.	-4%

(list continues)
smiles	RECQ1 helicase	L3MBTL1 block	Tau fibril FP	TRb SRC2 PPI	Tau ThT inhib	RGS12 GoLoco inh	JMJD2E inh	TexasRed fluor
O=c1[nH]c2ccccc2n1CCC1CCCCC1	-4%	.	4%	-1%	8%	-48%	2%	-3%
COC(=O)c1ccc(C(=O)OC)c(NC(=O)CN2CCC(C)CC2)c1	-5%	15%	4%	-1%	-3%	27%	-3%	-2%
CSc1ccc(/C=N/NC(=O)COc2ccc(Br)cc2Cl)cc1	1%	22%	0%	-3%	-1%	.	0%	-8%
CCCCCC1C(=O)CCC1CC(=O)O (stereo not given)	-11%	.	0%	3%	-1%	0%	-3%	0%
CCN(CC)C(=O)c1sc(NC(=O)Cc2cccs2)c(C#N)c1C	i	1%	7%	-3%	-7%	1%	5%	-6%
COc1ccc(-n2nnc3c(=O)n(Cc4cc(C)ccc4C)cnc32)cc1	-6%	-1%	-7%	7%	0%	-3%	7%	2%
Cc1ccc(C(=O)NCC(=O)OCC(=O)c2ccc3c(c2)NC(=O)CO3)cc1	i	.	-5%	5%	-7%	1%	-16%	0%
O=C(O)/C=C/C(=O)N(Cc1ccccc1)Cc1ccco1	-7%	6%	?	-1%	-14%	14%	7%	8%
Cn1c(N)c(C(=O)COC(=O)c2cc(-c3ccccc3)nc3ccccc23)c(=O)n(C)c1=O	i	.	?	5%	-12%	8%	-2%	-2%
CCOc1ccccc1CN1CCN(C2CCOCC2)CC1CCO (stereo not given)	-2%	-5%	-15%	-12%	0%	13%	-19%	-4%

Source: PubChem (National Center for Advancing Translational Sciences (NCATS))
